Vif-A3F inh = inhibitors of Vif-A3F interaction | HeLa A3F-eYFP + Vif (tagged APOBEC3F with the HIV-1 protein that degrades it), YFP fluorescence increase | Potency, µM (doses to about 46.1 µM), without a hit: at the top dose activity, negative = active | 390,000 compounds, 0.2% hits; further: potency means the concentration at half of the fitted maximal effect; % of control where 0% means no effect; nearly all actives have a fitted effect of over 65% in size
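HeLa cells stably expressing A3F-eYFP plus Vif, plated and incubated overnight at 37 deg C, then exposed to compounds overnight at 37 deg C. Blocked degradation read as raised yellow fluorescence (Ex 488/Em 500-530).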
LDHA block = blocks human lactate dehydrogenase A | P00338 | purified LDHA, NADH/diaphorase-resazurin fluorescence; hits give low values | activity change, % (values are at about 110 or 230 µM) | 480,000 compounds, 0.15% hits | AID 1347041; in the data active means activity change below about -30%; inconclusive means mostly about -25% to -30%;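 further: plate controls were DMSO wells for no effect and wells without enzyme for full effect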
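Enzyme activity of human lactate dehydrogenase 5 (2 nM; 0.06 mM NADH, 0.2 mM pyruvate, 5 min, RT) is measured via a resazurin/diaphorase fluorescence readout of residual NADH.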
PI4K2A inh = PI4K2A (human) kinase inhibition | Q9BTU6 | purified PI4K2A, ADP-Glo luminescence, 1 h; hits give low values | activity change, negative = inhibition, % at 76.9 µM | 420,000 compounds, 0.13% hits; in the data active means activity change below about -50%; inconclusive means mostly about -30% to -49%;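 further: -100% = wells without enzyme as full effect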
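ADP-Glo luminescence measured ADP generated by PI4K2A enzyme (4 ug/mL before mixing) with 1.2 mM PI substrate (pre-mix) and 300 microM ATP (pre-mix). Tris pH7.5 buffer with MgCl2, Triton X-100; 1 h reaction at ambient temperature.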
RXFP1 agonist = RXFP1 (human) receptor agonism; Potency, µM (highest dose often 57.5 µM), inactives show top-dose activation, actives largely listed as activators; AID 2676; Q9HBX9; 370,000 compounds, 0.3% hits; HEK293T-RXFP1 cAMP TR-FRET, 30 min; response scale: percent of porcine relaxin response, buffer zero; further: potency means the concentration at half of the fitted maximal effect; on the % scale 0 is the no-effect control and ±100 the full control effect; nearly all actives have a fitted effect of over 60% in size; many of its hits are not listed in these tables
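HEK293 cells stably expressing RXFP1, treated 30 min at 37C with compounds plus PDE4 inhibitor Ro 20174; cAMP measured by HTRF TR-FRET. Normalized to buffer and 29 nM porcine relaxin; EC50 by Hill fit.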
USP1-UAF1 inh = inhibitors of human USP1/UAF1 deubiquitinase. O94782. recombinant USP1/UAF1, Ub-Rhodamine cleavage fluorescence. Potency, µM (top dose mostly 57.1 µM), for inactives: at the highest dose activity change, negative = inhibition, actives largely listed as inhibitors. 390,000 compounds, 0.23% hits; further: potency means the concentration at half of the fitted maximal effect; on the % scale 0 is the no-effect control and ±100 the full control effect; nearly all actives have a fitted effect of over 60% in size; inactives centre near -12
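USP1/UAF1 complex (1 nM) preincubated 15 min at room temperature with compound, then Ub-Rho substrate (150 nM final) added. Kinetic fluorescence at 480/540 nm over 6 reads at 60 s intervals; 50 mM HEPES pH 7.8, 0.5 mM EDTA, 0.1 mg/ml BSA, 1 mM TCEP, 0.01% Tween-20.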
Vif-APOBEC3G blk = blocks the Vif interaction with human APOBEC3G. 410,000 compounds, 0.076% hits. Potency, µM (highest dose often 46.1 µM), inactives show top-dose activity, negative = active, usual class: inhibitors. HeLa A3G-eYFP + Vif (tagged APOBEC3G with the HIV-1 protein that degrades it), YFP fluorescence, overnight. Q9HC16;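 further: potency means the concentration at half of the fitted maximal effect; on the % scale 0 is the no-effect control and ±100 the full control effect; nearly all actives have a fitted effect of over 60% in size; hits raise eYFP signal because A3G escapes Vif-driven loss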
Target sequence (Q9HC16 whole entry, looked up): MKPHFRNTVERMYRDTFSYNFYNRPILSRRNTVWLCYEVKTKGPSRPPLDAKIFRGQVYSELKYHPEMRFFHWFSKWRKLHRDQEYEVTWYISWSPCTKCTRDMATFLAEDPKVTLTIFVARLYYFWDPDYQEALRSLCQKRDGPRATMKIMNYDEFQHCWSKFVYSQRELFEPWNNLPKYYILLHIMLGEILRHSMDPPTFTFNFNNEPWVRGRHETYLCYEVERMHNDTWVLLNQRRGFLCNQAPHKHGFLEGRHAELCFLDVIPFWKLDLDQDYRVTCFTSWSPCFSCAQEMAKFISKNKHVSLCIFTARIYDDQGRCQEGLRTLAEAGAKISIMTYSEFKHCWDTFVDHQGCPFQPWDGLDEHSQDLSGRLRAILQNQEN
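HeLa cells stably expressing Vif and C-terminally eYFP-tagged A3G, seeded overnight at 37 deg C, then exposed to compound by pintool overnight at 37 deg C. Rise in yellow fluorescence (Ex 488/Em 500-530, Acumen) marks blocked Vif-driven A3G degradation.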
GRP78 ERSR act = induces the endoplasmic reticulum stress response in human glioma cells | Potency, µM, for the others: at the highest dose activation, most hits filed as activators | 420,000 compounds, 0.02% hits | U87-MG GRP78 promoter luciferase reporter, 16 h; further: potency means the concentration at half of the fitted maximal effect; series mostly up to about 76 µM; % of control where 0% means no effect; nearly all actives have a fitted effect of over 35% in size
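Stably transfected U87-MG glioma cells carrying a GRP78-based luciferase sensor; 16 h compound incubation. Luminescence end-point read 10 min after Bright-Glo addition at room temperature.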
IDH1 R132H inh = human IDH1 R132H inhibition; Potency, µM (highest dose often 76.6 µM), for the others: top-dose activity change, negative = inhibition, actives largely listed as inhibitors; O75874; 390,000 compounds, 0.093% hits; IDH1-R132H enzyme, NADPH consumption, diaphorase/resazurin fluorescence; AID 602179; further: potency means the concentration at half of the fitted maximal effect; on the % scale 0 is the no-effect control and ±100 the full control effect; nearly all actives have a fitted effect of over 65% in size
Target sequence (O75874 whole entry R132H, stated change not applied): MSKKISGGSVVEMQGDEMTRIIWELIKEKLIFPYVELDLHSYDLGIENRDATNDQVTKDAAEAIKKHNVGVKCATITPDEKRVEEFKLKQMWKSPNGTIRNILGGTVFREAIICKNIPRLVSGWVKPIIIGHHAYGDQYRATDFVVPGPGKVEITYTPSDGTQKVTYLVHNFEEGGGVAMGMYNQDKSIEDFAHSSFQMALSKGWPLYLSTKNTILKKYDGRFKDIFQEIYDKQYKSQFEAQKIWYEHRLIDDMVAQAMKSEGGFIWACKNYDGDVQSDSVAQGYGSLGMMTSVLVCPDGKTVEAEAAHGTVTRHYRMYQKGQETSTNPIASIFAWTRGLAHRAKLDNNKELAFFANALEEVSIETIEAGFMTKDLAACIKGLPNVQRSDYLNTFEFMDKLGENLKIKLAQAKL
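IDH1-R132H (0.5 ug/mL) preincubated 30 min with compound, then NADPH (0.016 mM) and alpha-KG (2 mM) added; 80 min at RT, pH 7.5. Remaining NADPH coupled via diaphorase/resazurin to fluorescence (540/590 nm); concentration-response curves normalized to no-enzyme control.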
TrxR1 substrate = is turned over as a substrate by rat TrxR1; O89049; purified TrxR1 substrate turnover, NADPH consumption readout; Potency, µM (series often up to 114 µM), for inactives: at the top dose activity change, negative = substrate turnover; 390,000 compounds, 0.01% hits; AID 588456; further: potency means the concentration at half of the fitted maximal effect; on the % scale 0 is the no-effect control and ±100 the full control effect; nearly all actives have a fitted effect of over 50% in size
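Rat TrxR1, dispensed at 90 nM, was prereduced with 400 uM NADPH (final) for 5 min at ~22 deg C, then incubated with compound 15 min before 400 uM selenite. A first-read NADPH fluorescence drop versus no-compound background flagged substrates.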
The depositor's hits bear a star; ? = inconclusive; nt = not tested or not shown; & = joins results of further samples; [ ] = dose if it differs, or a comment. Unless noted, the call rests on the fitted dose curve; in most records, active means well fitted curve in the direction sought with a large enough effect; inconclusive means small, poorly fitted or top-dose-only effect, or another doubt; inactive means no such curve, though single readings can be large; an effect the other way counts as inactive or inconclusive. Not all compounds are listed; the hit share may differ from the screen's.

SMILES | Vif-A3F inh | LDHA block | PI4K2A inh | RXFP1 agonist | USP1-UAF1 inh | Vif-APOBEC3G blk | GRP78 ERSR act | IDH1 R132H inh | TrxR1 substrate
CC(=O)c1cc(C#N)c(SCc2ccccc2C#N)nc1C | 0% | -2 | -5 | 2.1% | -6% | ? | -2% | 1% | -7%
COc1ccccc1Nc1nc(N)nc(CSc2nccc(C)n2)n1 | -1% | -8 | 3 | 2.4% | -13% | -5% | -6% | 7% | 1%
CCc1ccccc1NC(=O)Cn1nnc(C(=O)OC)c1C(=O)OC | 4% | -4 | -3 | -0.9% | -10% | 4% | -7% | 13% | -7%
Cc1ccc(C)c(OCC(=O)N2CCc3ccccc3C2)c1 | -14% | -2 | -1 | 0.6% | -10% | 0% | 8% | 9% | 1%
Cc1ccccc1OCC(=O)Nc1ccc(S(=O)(=O)N(Cc2ccccc2)c2ccccc2)cc1 | 1% | -14 | 0 | -3.2% | -18% | 2% | -4% | 2% | -4%
Cc1c(Cl)cnc(NC(=O)COC(=O)/C=C/c2ccco2)c1Cl | -9% | 2 | -20 | 0.8% | 0% | -3% | -6% | 3% | 0%
COCCN(CCOC)C(=O)C1CCCN(S(=O)(=O)c2ccc(NC(=O)OC)cc2)C1 (configuration not stated) | 10% | -10 | -1 | -2.1% | -8% | -3% | -4% | -7% | -6%
CC(C)NC(=O)Nc1cccc2c1O[C@H](CN(C)S(=O)(=O)c1ccccc1)[C@@H](C)CN([C@H](C)CO)C2=O | 0% | 3 | -4 | nt | -29% | 0% | -5% | 10% | -2%
Cc1ccc2c(c1)cc1c(=O)n(CC(=O)NCc3ccccn3)nc(C)n12 | -6% | -3 | 0 | 3.5% | -16% | 0% | -5% | 10% | 13%
O=C(COc1cccc(C(F)(F)F)c1)N1CCN(c2ccccc2O)CC1 | -16% | 5 | 1 | 3.1% | -19% | -4% | -1% | 4% | 4%[57.1 µM]
CCCCCCSc1nnc2[nH]c(=O)cc(N)n12 | -12% | 3 | 2 | -0.2% | -16% | -1% | -4% | 3% | 0%
Cc1ccsc1/C=C/c1ccc2ccccc2n1 | -15% | 1 | -27 | 4.1% | -14% | -19% | -13% | 4% | -7%
NC(c1csc(NC(=O)Nc2cccc(C(F)(F)F)c2)n1)C1CCCCC1 (configuration not stated) | nt | -22 | 1 | nt | nt | 3% | -14% | nt | nt
c1ccc(-c2ccc(-c3nc(-c4ccccn4)no3)cc2)cc1 | 2% | 9 | -94* | 0.2% | -19% | 1% | -14% | 7% | 63%[activator]
COc1ccc(C(=O)NCC(C)(C)SCc2c(C)cc(C)cc2C)cc1 | -10% | -7 | 2 | -4.1% | -13% | 2% | -3% | 8% | 1%
COc1ccc(-c2cccc(NC(=O)c3cccs3)c2)nn1 | 9% | -2 | 2 | -0.1% | -22% | -3% | -1% | 4% | -7%
Cc1cc(C)n(-c2nc(C)nc3sc4c(c23)CCC(C)C4)n1 (configuration not stated) | -2% | -2 | -2 | 2.4% | -24% | 0% | -4% | 4% | 30%
COc1ccccc1CCNC(=O)CSc1nnc2ccc(-c3ccncc3)nn12 | 3% | -1 | -8 | 22% | -18% | -3% | -8% | 3% | 9%
CCOC(=O)C1CCCN(S(=O)(=O)c2cnc(Cl)c(Br)c2)C1 (configuration not stated) | 13% | -7 | -4 | 1.0% | -9% | -1% | -3% | 12% | -4%
CCc1ccc(/C=C\C(=O)N2CCCC2)cc1 | 2% | -9 | 1 | nt | -11% | -9% | -6% | 0% | 1%
CCn1nc(C(=O)OCC(=O)Nc2nc(-c3ccc(OC)cc3)cs2)c2ccccc2c1=O | 0% | -9&-3 | -5 | 1.3% | -31% | 2% | 3% | 9% | 3%
Cc1cc(NC(=O)Cn2nc3c(cc2=O)CCCC3)ccc1Br | 5% | -3 | -24 | -0.6% | -9% | -6% | -5% | 3% | -6%
COc1cc(C(=O)OCCN2CCOCC2)cc(OC)c1OC | 0% | 0 | -1 | 0.4% | -1% | 1% | -3% | -2% | 3%
CN(C)c1ccc(-c2nc(-c3ccncc3)no2)cc1[N+](=O)[O-] | 8% | 10 | -5 | -3.4% | -14% | 5% | 3% | -9% | -5%
Cc1ccc(C)c(NC(=O)C2COc3ccccc3O2)c1 (configuration not stated) | -1% | -2 | 2 | -0.1% | -21% | -1% | 5% | -2% | -6%
Next section:
SMILES | Vif-A3F inh | LDHA block | PI4K2A inh | RXFP1 agonist | USP1-UAF1 inh | Vif-APOBEC3G blk | GRP78 ERSR act | IDH1 R132H inh | TrxR1 substrate
COc1cc2c(cc1OC)CN(C1CC(=O)N(c3c(C)cccc3C)C1=O)CC2 (configuration not stated) | 4% | -5 | -2 | 2.4% | 2% | 1% | -1% | -6% | 2%
CN1CCN(c2nc3c(c(=O)[nH]c(=O)n3C)n2CC(N)=O)CC1 | 5% | -2 | 3 | 1.8% | -15% | 0% | -4% | 3% | -3%
COc1ccc(CC(=O)NCc2cccs2)cc1 | -5% | -7 | 5 | 1.6% | -16% | -22% | -2% | -2% | 3%
CC(=O)NNC(=S)NC(=O)c1ccccc1 | 1% | 0 | -4 | -1.9% | -14% | -4% | -5% | 0% | -18%[57.1 µM]
CC(C)(C)C(=O)NCCCc1ccccc1 | 10% | -12 | 6 | 2.9% | -10% | 0% | 1% | 1% | 10%[57.1 µM]
Cc1ccc(S(=O)(=O)C2(C(=O)NCc3ccc4c(c3)OCO4)CC2)cc1 | 1% | -17 | -4 | 1.8% | -25% | 0% | -1% | -12% | -7%
CCc1nn2c(=O)cc(COc3ccc(/C=C(\C#N)C(=O)Nc4ccc(F)cc4)cc3OC)nc2s1 | 5% | -1 | 0 | -2.3% | -6% | 0% | -2% | -9% | 8%
Cc1occc1C(=O)N(C)Cc1nc(-c2ccc(Cl)cc2)no1 | 6% | 1 | -6 | 0.2% | -9% | 2% | -1% | -2% | -3%[57.1 µM]
Cc1ccc(-n2c(SCC(=O)N(C)C3CCS(=O)(=O)C3)nc3ccccc3c2=O)c(C)c1 (configuration not stated) | 12% | 3 | -3 | nt | -11% | 0% | -5% | 7% | 6%[11.4 µM]
Nc1nc(N2CCN(c3ccccn3)CC2)nc2ccccc12 | -6% | -30* | -6 | 4.5% | -5% | 0% | 17% | 0% | 1%[57.1 µM]
Cc1c(NP(=O)(Oc2ccccc2F)Oc2ccccc2F)c(=O)n(-c2ccccc2)n1C | 7% | -4 | 6 | 0.3% | -7% | 0% | 1% | 7% | -2%[57.1 µM]
CCOC(=O)c1cc(C(=O)Nc2ccc(C)c(F)c2)nn1C | 1% | -1 | 0 | 2.2% | -13% | 1% | 8% | 3% | 8%
CC(/C=N/n1c(-c2n[nH]c3c2CCC3)n[nH]c1=S)=C\c1ccco1 | 1% | -8 | -4 | -2.7% | -5% | -7% | -4% | -10% | 2%[57.1 µM]
CCCS(=O)(=O)NC(=O)C1(C)CCCN(C(=O)c2ccc3c(c2)OCO3)C1 (configuration not stated) | nt | -7 | -2 | nt | nt | 1% | 0% | nt | nt
COC(=O)C1=CN(CC2CCCO2)C=C(C(=O)OC)C1c1cccc(O)c1 (configuration not stated) | 12% | -3 | -8 | 5.7% | -25% | -2% | -3% | 4% | 107%[activator][57.1 µM]
O=c1oc(CCO)cc2ccc(C#Cc3ccsc3)cc12 | -6% | -12 | -1 | 2.6% | -7% | 0% | 1% | -9% | 57%[activator]
CNS(=O)(=O)c1cccc(C(=O)OCc2cc(C(C)=O)ccc2OC)c1 | 6% | -1 | 0 | 0.3% | -9% | 0% | -4% | 2% | 5%
Cc1cccc(Nc2nc(N)nc(CN3CCC(C(N)=O)CC3)n2)c1C | nt | -3 | -15 | -0.3% | -19% | -4% | -4% | 8% | -2%
Cc1nc(CSc2nsc(C)c2C#N)cs1 | -8% | -8 | -2 | -2.5% | -10% | -4% | 5% | 3% | 13%[57.1 µM]
O=C1OC(Nc2ccc(Cl)cn2)c2ccccc21 (configuration not stated) | nt | -5 | -3 | 0.2% | -19% | 0% | -4% | 1% | -7%
NC(=O)CC(NC(=O)Cc1cccc2ccccc12)c1ccc(NCCCN2CCCC2=O)c([N+](=O)[O-])c1 (configuration not stated) | 1% | -3 | -2 | 0.4% | 18% | -1% | -5% | 2% | -7%
O=C(CN1CCN(S(=O)(=O)c2cc(Cl)ccc2Cl)CC1)c1ccc(O)c(O)c1 | -13% | 11 | -6 | -1.2% | -2% | 2% | -2% | 0% | -9%
CCN(CC)CCCn1c2c(c(SCC(=O)Nc3ccc(C)c(F)c3)nc1=O)CCC2 | 2% | 0 | -5 | 1.3% | -20% | 0% | -4% | 2% | -7%
COc1ccc(OC)c(N(CC(=O)Nc2ccccc2C(=O)NCc2ccco2)S(C)(=O)=O)c1 | -1% | -7 | 2 | 2.8% | 0% | 2% | -4% | 1% | 1%
COC(=O)c1ccc(NC(=O)CSc2nc(=O)cc(N)n2-c2ccccc2)cc1 | -17% | -4 | -5 | -1.7% | -18% | 8% | -1% | 6% | -1%
Nc1nnc(-c2cccc(Cl)c2Cl)c(N)n1 | -2% | -6 | -6&-2&2 | -1.1%&0.6% | -8% | 0% | 0%&-3%&0%&-3% | -2% | ?

Source: PubChem BioAssay (National Center for Advancing Translational Sciences (NCATS))
